Screens from PubChem.
TexasRed fluor – Texas Red fluorescence interference in TRb-SRC2 counter-screen | TRb/SRC2 Texas Red total fluorescence interference | Potency, µM (series often up to 106 µM), without a hit: top-dose fluorescence change, negative = quenching | actives 0.29% (n = 280,000); active = well fitted curve in either direction with a large enough effect; inconclusive = small, poorly fitted or top-dose-only effect; also: % is scaled to controls: 0 for no effect and ±100 for the full control effect
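Human TRb ligand-binding domain at 0.6 uM with 20 nM Texas Red SRC2 peptide in Tris buffer containing 1 uM T3 and 5% DMSO, incubated with compound 5 h at ambient temperature. Total fluorescence (555/632 nm) calculated as parallel + 2 × perpendicular.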
Tau fibril FP – blocks human tau fibril formation measured by polarization | P10636 | K18 P301L tau heparin fibrillization, Alexa594 FP, 6 h | Potency, µM (top dose mostly 57.7 µM), inactives show top-dose activity, negative = inhibition, actives largely listed as inhibitors | actives 0.39% (n = 280,000) | AID 1468; also: % is scaled to controls: 0 for no effect and ±100 for the full control effect; nearly all actives have a fitted effect of over 55% in size
Target sequence (P10636 561-689 P618L limits assumed): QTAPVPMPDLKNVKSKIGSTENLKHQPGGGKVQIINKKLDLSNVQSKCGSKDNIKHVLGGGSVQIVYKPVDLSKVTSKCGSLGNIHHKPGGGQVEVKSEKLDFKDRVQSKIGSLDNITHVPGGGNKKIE
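Quantitative HTS format: compounds meet 15 uM recombinant K18 P301L tau and Alexa 594-tau tracer in 100 mM sodium acetate pH 7; 20 uM heparin triggers fibrillization at 37 C over 6 hr; FP gives the signal.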
TRb SRC2 PPI – inhibitors of human thyroid hormone receptor beta-SRC2 interaction. AID 1469. P10828. TRbeta-SRC2 peptide binding, fluorescence polarization; receptor liganded with 1 µM T3. actives 0.065% (n = 280,000). Potency, µM (top dose mostly 106 µM), for the others: at the highest dose activity change, negative = inhibition, usual class: inhibitors;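 also: plate controls were bound peptide for no effect and peptide without receptor for full effect; nearly all actives have a fitted effect of over 50% in size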
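Polarization signal, normalized between peptide-alone and full complex controls, measured compound effects on T3-liganded human TRb LBD (0.6 uM) binding 20 nM Texas Red SRC2 peptide after 5 hr.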
RECQ1 helicase – RECQ1 (human) helicase inhibition. actives 0.54% (n = 240,000). P46063. Potency, µM (highest dose often 57.3 µM), without a hit: at the highest dose activity, negative = inhibition, usual class: inhibitors. RECQ1 DNA unwinding, red fluorescence kinetic read;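 also: plate controls were vehicle for no effect and no enzyme for full effect; nearly all actives have a fitted effect of over 30% in size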
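50 nM RECQ1T1 preincubated 15 min with compound in Tris pH 8.0 buffer with MgCl2, DTT, Tween-20 and 2.5 ug/ml poly(dI-dC); started with 200 nM TAMRA/BHQ-2 forked duplex and 2 mM ATP. Unwinding read as fluorescence (525/598 nm), two reads 2 h apart.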
Tau ThT inhib – blocks human tau fibril formation measured by thioflavin T. P10636. recombinant tau K18 P301L, heparin-induced fibrillization, ThT fluorescence. Potency, µM (top dose mostly 57.4 µM), for the others: at the highest dose activity, negative = inhibition, actives largely listed as inhibitors. actives 2.1% (n = 270,000); also: % is scaled to controls: 0 for no effect and ±100 for the full control effect; nearly all actives have a fitted effect of over 55% in size
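Aggregation was driven by heparin (20 uM final) acting on recombinant tau […] bearing P301L in 100 mM sodium acetate pH 7; fibrils were detected with Thioflavin T.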
HTT ATP protect – protects HTT-Q103 PC12 cells, measured by ATP; Potency, µM (doses to about 56.4 µM), without a hit: cytoprotection (ATP increase), usual class: activators; PC12 HTT-Q103 induced, cytoprotection, ATP luminescence, 40 h; actives 0.14% (n = 230,000);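 also: % of control where 0% means no effect; nearly all actives have a fitted effect of over 45% in size; toxic huntingtin expression switched on by the ecdysone agonist tebufenozide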
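Compounds were screened for protection of PC12 cells against cell death after tebufenozide induction (100 nM final) of mutant Huntingtin exon 1 (Q103) fused to GFP.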
L3MBTL1 block – inhibitors of human L3MBTL1; actives 0.66% (n = 230,000); Potency, µM (top dose mostly 57.1 µM), for the others: at the top dose activity, negative = inhibition, most hits filed as inhibitors; Q9Y468; AlphaScreen L3MBTL1–H3K9me1 peptide binding; also: % is scaled to controls: 0 for no effect and ±100 for the full control effect; nearly all actives have a fitted effect of over 60% in size
Target sequence (Q9Y468 whole entry, looked up): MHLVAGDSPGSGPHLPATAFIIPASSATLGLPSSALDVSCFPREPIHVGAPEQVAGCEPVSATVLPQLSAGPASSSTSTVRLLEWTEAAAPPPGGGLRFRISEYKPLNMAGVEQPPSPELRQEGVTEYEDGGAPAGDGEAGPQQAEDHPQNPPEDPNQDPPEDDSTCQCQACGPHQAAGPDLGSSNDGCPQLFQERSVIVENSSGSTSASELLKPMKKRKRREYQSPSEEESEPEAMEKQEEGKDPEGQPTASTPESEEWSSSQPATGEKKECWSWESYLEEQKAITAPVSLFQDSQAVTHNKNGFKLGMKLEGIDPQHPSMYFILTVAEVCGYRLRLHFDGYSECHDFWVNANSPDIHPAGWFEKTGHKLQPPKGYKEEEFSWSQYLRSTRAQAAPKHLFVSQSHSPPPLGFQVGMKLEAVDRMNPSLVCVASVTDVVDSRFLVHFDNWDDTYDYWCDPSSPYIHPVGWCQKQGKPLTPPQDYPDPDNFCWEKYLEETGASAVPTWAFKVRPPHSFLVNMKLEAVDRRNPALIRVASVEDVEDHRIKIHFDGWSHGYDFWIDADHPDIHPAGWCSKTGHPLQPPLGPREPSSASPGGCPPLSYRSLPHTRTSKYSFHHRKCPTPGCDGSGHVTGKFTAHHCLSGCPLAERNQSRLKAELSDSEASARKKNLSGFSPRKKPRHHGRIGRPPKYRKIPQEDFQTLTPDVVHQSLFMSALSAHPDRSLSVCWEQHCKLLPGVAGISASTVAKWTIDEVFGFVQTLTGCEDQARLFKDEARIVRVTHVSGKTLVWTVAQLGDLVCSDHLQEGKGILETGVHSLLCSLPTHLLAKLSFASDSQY
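L3MBTL1 50 nM + b-AHA-H3(1-15)K9me1 75 nM, 30 min RT; compound added, 30 min RT; streptavidin donor/Ni-chelate acceptor beads 10 ug/mL each final, 30 min RT dark; AlphaScreen read.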
Tau fluor cs – counter-screen for tau fibril formation inhibitors; AID 1463; tau K18 P301L (four-repeat tau fragment) Alexa594 fluorescence, heparin fibrillization; Potency, µM (top dose mostly 57.7 µM), inactives show at the highest dose activity change, negative = decrease; actives 0.93% (n = 280,000); also: % is scaled to controls: 0 for no effect and ±100 for the full control effect; nearly all actives have a fitted effect of over 55% in size
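Human K18 P301L tau (15 uM unlabeled plus 0.24 uM Alexa 594-labeled, final) in 100 mM sodium acetate pH 7 was mixed with compound and 20 uM heparin and incubated 6 hr at 37 C.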
Starred values were filed as active, the others as inactive; i = inactive; ? = inconclusive; . = not tested or not shown; [ ] = another dose, or the depositor's remark. Unless noted, calls follow the shape of the dose curve; as a rule, active = well fitted curve in the direction sought with a large enough effect; inconclusive = small, poorly fitted or top-dose-only effect, or another doubt; inactive = no such curve, though single readings can be large; an effect the other way counts as inactive or inconclusive. Potency is read from the fitted curve at half-maximal effect. The list is partial. The share of hits here may be higher or lower than overall.

cpd	SMILES	TexasRed fluor	Tau fibril FP	TRb SRC2 PPI	RECQ1 helicase
1	COc1cccc([C@@H]2Oc3ccc(OC)cc3/C(=N/O[C@@H](C)c3cc(-c4c(C)cc(C)cc4C)no3)[C@@H]2O)c1	1%[11.2 µM]	1%[11.6 µM]	-1%[11.2 µM]	i[11.5 µM]
2	Cc1ccc(SCc2noc(C(=O)NCC3CCCO3)c2C(=O)O)cc1C (configuration not stated)	-1%	3%	5%	-5%
3	O=C(Nc1ccccc1)c1cnc(-c2ccccc2)nc1-c1ccccc1	-6%	-4%	3%	-2%
4	Cc1cccc(N2CCN(CC(=O)Nc3nccs3)CC2)c1C	-4%	6%	-2%	i
5	CS(=O)(=O)N(CC(=O)N1CCN(Cc2ccccc2)CC1)c1ccc2c(c1)OCCO2	1%	-2%	4%	i
6	CC(C)c1ccc(NC(=O)CSc2nnc(-c3ccccn3)n2C)cc1	-8%	0%	-2%	-3%
7	COc1cc(Cl)c(NS(=O)(=O)c2ccc3[nH]c(=O)ccc3c2)c(OC)c1	-1%	5%	6%	.
8	C[C@H]1CC[C@H]2C(=O)N[C@H](Cc3ccccc3)C(=O)N2[C@@H]1c1ccccc1	-4%[11.2 µM]	1%[11.6 µM]	0%[11.2 µM]	-8%[11.5 µM]
9	Cc1ccc(S(=O)(=O)c2nc(-c3ccc(F)cc3)oc2SCC(=O)c2ccccc2)cc1	0%	?	-3%	.
10	Cc1ccccc1S(=O)(=O)c1cc2ccccc2nc1N	-5%	-5%	-2%	i
11	FC(F)(F)c1ccc(Cl)c(-n2c(Cc3cccs3)n[nH]c2=S)c1	-6%	-7%	-3%	-5%
12	CCOC(=O)c1cnc(SC)nc1Nc1cccc(F)c1	0%	-4%	-2%	i

cpd	Tau ThT inhib	HTT ATP protect	L3MBTL1 block	Tau fluor cs
1	-5%[11.5 µM]	0%[10 µM]	.	-12%[11.6 µM]
2	-6%	-1%	0%	0%
3	12%	-51%[inhibitor][10 µM]	-10%	2%
4	-17%	-20%	.	-16%
5	-6%	1%	.	-10%
6	-9%	-8%	-4%	-14%
7	2%	.	.	-3%
8	-6%[11.5 µM]	-5%[10 µM]	1%	-3%[11.6 µM]
9	3%	.	.	?
10	-1%	-36%[inhibitor]	8%[11.4 µM]	-6%
11	?	-11%[10 µM]	31%[activator]	-21%
12	-18%	-28%	13%	-16%

The last 3 records of the section above lead into the next.
cpd	SMILES	TexasRed fluor	Tau fibril FP	TRb SRC2 PPI	RECQ1 helicase
10	Cc1ccccc1S(=O)(=O)c1cc2ccccc2nc1N	-5%	-5%	-2%	i
11	FC(F)(F)c1ccc(Cl)c(-n2c(Cc3cccs3)n[nH]c2=S)c1	-6%	-7%	-3%	-5%
12	CCOC(=O)c1cnc(SC)nc1Nc1cccc(F)c1	0%	-4%	-2%	i
13	Cn1c(CNc2cccc(Cl)c2)nnc1SCC(=O)OC1CCCCC1	-4%	6%	3%	i
14	O=C(CCN1C(=O)c2ccccc2C1=O)Nc1ccc(S(=O)(=O)NC2=NCCCCC2)cc1	-3%	-14%	-23%	i
15	Cc1ccc(-c2cc(C(=O)O)n(-c3ccc(S(N)(=O)=O)cc3)n2)cc1	0%	2%	2%	i
16	CCOC(=O)C(C(=O)N(C)C)c1ncc(C(F)(F)F)cc1Cl (configuration not stated)	-2%	6%	0%	-4%
17	CCn1c2ccccc2c2nnc(SCCN3CCCCC3)nc21	-4%	-4%	2%	.
18	CC1(C)Cc2ccccc2C(=C(C#N)C#N)N1	-6%	-11%	-3%	7%
19	Cc1ccc2c(c1)N=C(c1ccccc1)CC(C(Cl)Cl)=N2	-1%	?	3%	-5%
20	CCOc1ccc2[nH]c(=O)c(CN(CCN3CCOCC3)Cc3nnnn3C(C)(C)CC)cc2c1	0%	-8%	5%	-13%
21	CC(C)Cc1nnc(NC(=O)CSc2ncn[nH]2)s1	1%	-12%	17%	6%
22	CC(=O)Nc1ccc(NC(=O)C2CCN(C(=O)c3ccc([N+](=O)[O-])cc3)CC2)cc1	-2%	6%	-8%	-7%
23	Cc1ccc(C)c(CN2CCCN(Cc3ccc(F)cc3)S2(=O)=O)c1	-1%	-2%	1%	.
24	CCOc1cc(/C=N/NC(=O)c2ccc(-c3csc(Nc4ccc(C)cc4)n3)cc2)ccc1OCC(=O)O	-10%	7%	4%	-7%

cpd	Tau ThT inhib	HTT ATP protect	L3MBTL1 block	Tau fluor cs
10	-1%	-36%[inhibitor]	8%[11.4 µM]	-6%
11	?	-11%[10 µM]	31%[activator]	-21%
12	-18%	-28%	13%	-16%
13	-17%	0%	-5%	-13%
14	-5%	-1%[10 µM]	1%	-13%
15	0%	-16%[10 µM]	12%	9%
16	-4%	-2%	8%	2%
17	-10%	.	-6%	-1%
18	-6%	-40%[10 µM]	-7%	-11%
19	16µM*	5%[10 µM]	-17%	?
20	-5%	-1%	10%	-1%
21	-9%	4%[1.9 µM]	1%	-5%
22	-5%	.	0%	-7%
23	0%	.	.	-12%
24	2.8µM*	24%[10 µM]	-17%	?

Later entries:
cpd	SMILES	TexasRed fluor	Tau fibril FP	TRb SRC2 PPI	RECQ1 helicase
25	COC(=O)[C@H]1[C@@H](C)N(CCc2cc(OC)c(OC)c(OC)c2)C(=O)N[C@H]1c1ccccc1	-5%[11.2 µM]	-8%[11.6 µM]	2%[11.2 µM]	i[11.5 µM]
26	CCCCOc1ccc(C(CC(=O)NC)C(=O)O)cc1 (configuration not stated)	-1%	-7%	-2%	-3%
27	O=C(NCc1ccco1)c1csc(Nc2ccccc2Cl)n1	-3%	5%	-17%	-2%
28	CCC(CC)NC(=O)Nc1ccccc1C	-1%	-1%	1%	i
29	Cn1ncc2c(NNC(=O)c3ccc(Cl)c(Cl)c3)ncnc21	-3%	-1%	-1%	5%
30	Cc1ccc(C)c(Cn2c(=O)n(CCCCC(=O)NCc3ccccc3Cl)c(=O)c3ccccc32)c1	5%	-9%	5%	.
31	O=C(/C=C/c1ccccc1)N1CCN(c2ccccn2)CC1	0%	9%	-6%	-4%
32	COc1cccc(-n2c(N)c(C#N)c3ccc([N+](=O)[O-])cc3c2=O)c1	-7%	-2%	3%	-3%
33	CCc1ccc2[nH]cc(C(=O)N3CCCCCC3)c(=O)c2c1	0%	4%	-18%	-10%
34	CCOc1ccccc1NC(=O)N1CCN(Cc2cc(=O)n3nc(-c4ccc(C)cc4)sc3n2)CC1	-1%	-6%	0%	.
35	N/C(COc1ccccc1)=N\NC(=O)c1cccnc1Oc1ccccc1	2%	2%	-22%	i
36	O=C(CSCc1ccccc1)N/N=C/c1cc2c(cc1Br)OCO2	-4%	-5%	5%	-2%

cpd	Tau ThT inhib	HTT ATP protect	L3MBTL1 block	Tau fluor cs
25	-5%[11.5 µM]	18%[10 µM]	.	-9%[11.6 µM]
26	-15%	-6%	.	-11%
27	-20%	5%[10 µM]	-12%	-21%
28	-6%	-4%[10 µM]	13%	0%
29	?	2%[10 µM]	29%	-18%
30	-3%	.	.	-6%
31	-15%	-4%	0%	-4%
32	-6%	-93%[inhibitor][10 µM]	6%	-2%
33	-4%	-22%[10 µM]	1%	3%
34	-13%	.	.	4%
35	-1%	14%	.	1%
36	1%	32%[10 µM]	5%	-2%

Nothing new here: 2 of the compounds above.
cpd	SMILES	TexasRed fluor	Tau fibril FP	TRb SRC2 PPI	RECQ1 helicase
35	N/C(COc1ccccc1)=N\NC(=O)c1cccnc1Oc1ccccc1	2%	2%	-22%	i
36	O=C(CSCc1ccccc1)N/N=C/c1cc2c(cc1Br)OCO2	-4%	-5%	5%	-2%

cpd	Tau ThT inhib	HTT ATP protect	L3MBTL1 block	Tau fluor cs
35	-1%	14%	.	1%
36	1%	32%[10 µM]	5%	-2%

Further records follow.
cpd	SMILES	TexasRed fluor	Tau fibril FP	TRb SRC2 PPI	RECQ1 helicase
37	S=C(Nc1cccc(Cl)c1)N1CCN(Cc2ccccc2)CC1	0%	-7%	5%	-8%
38	COc1ccc(NC(=O)CC2C(=O)N(c3ccccc3)C(=O)N2CCc2sccc2C)cc1 (configuration not stated)	1%	-9%	3%	.
39	COc1ccc(/C(O)=C/C(=O)C(=O)NNC(=O)C(O)(c2ccccc2)c2ccccc2)cc1	-3%	3%	-3%	-10%
40	Cc1[nH]n(-c2ccc(Br)cc2)c(=O)c1C=Nc1ccc(S(=O)(=O)Nc2nccs2)cc1	3%	-13%	10%	-15%
41	O=C(Nc1ccccc1)Nc1ccc2snnc2c1	-3%	?	14%	i
42	Cc1cc(Br)ccc1NC(=O)CNC(=O)CSc1n[nH]c(N)n1	0%	3%	6%	1%
43	Cn1c(=O)cc(OCCCC(=O)Nc2ccc(F)cc2)c2ccccc21	2%	-3%	-1%	.

cpd	Tau ThT inhib	HTT ATP protect	L3MBTL1 block	Tau fluor cs
37	-2%	20%[10 µM]	-7%	-16%
38	-1%	.	.	?
39	-8%	2%	-5%	1%
40	16µM*	1%[10 µM]	-16%	?
41	?	-14%[10 µM]	-2%	?
42	3%	-23%[0.074 µM]	4%[11.4 µM]	10%
43	3%	.	.	-8%
